Screening data: PubChem, several laboratories
STAT3 act – STAT3 signaling activation | U3A cells, IL-6 STAT3-luciferase reporter, luminescence; 100% = signal with IL-6 EC80 alone | activation (% of control), % at 5.6 µM | 190,000 compounds, 0.91% hits | AID 871;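 active means activation above the screen-wide mean of compound activation plus 3 SD, cut at about 130% in these data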;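 further: 0% = background luminescence of wells with medium and substrate only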
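Material: human STAT1-deficient U3A cells with stable STAT3-luciferase reporter / Probe or stimulus: IL-6 stimulus at 33 ng/mL final / Schedule: 1 h compound pre-exposure, 6 h IL-6 stimulation, 37 °C / Technique: luminescence / Read-out basis: percent of IL-6-only median luminescence / Control set: IL-6-only high control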
G6PDH counter – inhibits Leuconostoc G6PDH, flagging false hits in G6PDH-based assays | 200,000 compounds, 0.12% hits | inhibition, % at 5 µM | AID 1020 | Purified L. mesenteroides G6PDH, diaphorase/resazurin coupled fluorescence, 45 min; in the data active means inhibition above about 50%
STAT1 inh – reduces IFN-gamma driven STAT1 reporter signal. 200,000 compounds, 0.35% hits. AID 920. NIH 3T3 STAT1-luciferase reporter, luminescence. inhibition, % at 5.5 µM;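 active means inhibition above a set limit, the mean inhibition across all tested compounds plus 3 SD, cut at about 34% in these data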;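 further: 0% = IFN-gamma with DMSO and 100% = IFN-gamma with 300 µM nifuroxazide; values of inactives mirror those of a sister screen read the other way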
APP 5UTR inh – APP translation inhibition. SH-SY5Y APP 5'UTR-luciferase reporter, luminescence. inhibition, % at 2 µM. 190,000 compounds, 0.82% hits. AID 1285;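 active means inhibition above a set limit, derived from the sample mean plus 3 SD, cut at about 45% in these data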; further: values of inactives mirror those of a sister screen read the other way
Diaphorase act – diaphorase activation or chemical reduction counter-screen. activation factor at 20 µM. Diaphorase/resazurin coupled assay, resorufin fluorescence, 16 min; active compounds read high; 1 = vehicle wells, 0 = NADH-free wells. 190,000 compounds, 0.005% hits;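 active means diaphorase activity raised at least twofold by the compound at 20 µM; inactive means activation factor below 2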
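Material: purified diaphorase enzyme from Clostridium kluyveri; Also added: 0.114 mM NADH and 0.1 mM resazurin, final amounts; Doses: single compound dose of 20 µM, 1% DMSO final; Times: 16 min enzyme reaction, ambient temperature; Detection: resorufin fluorescence, excitation 544 nm, emission 590 nm; Measure: increased resorufin signal from activators or reducing compounds.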
STAT1 activator – activators of IFN-gamma induced STAT1 signaling | NIH 3T3 STAT1-luciferase reporter, luminescence; 100% = IFN-gamma alone, no compound | activation (% of control), % at 5.5 µM | 200,000 compounds, 2.6% hits;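 active means activation above the screen-wide mean activation plus 3 SD, cut at about 130% in these data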;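 further: raw ratio to IFN-gamma control signal so 100% means no change and 0% no light; values of inactives mirror those of a sister screen read the other way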
Diaphorase inh – inhibits diaphorase or chemically oxidizes, flagging diaphorase assay artifacts. inhibition, % at 20 µM. diaphorase resazurin-to-resorufin fluorescence, NADH, 16 min; bacterial (C. kluyveri) enzyme, not human. 190,000 compounds, 0.69% hits;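 active means primary screen inhibition at 20 µM above a set limit, cut at about 50% in these data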;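 further: plate controls were DMSO with full reaction for no effect and wells lacking NADH for full effect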
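Test system: diaphorase enzyme from Clostridium kluyveri; amount: diaphorase at 0.14 U/mL in enzyme working solution; detection: fluorescence of resorufin formed from resazurin, Ex 544/Em 590 nm; times: reaction incubation of 16 min at room temperature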
Hsp70 activator – transcriptional activators of Hsp70 | HeLa Hsp70 promoter luciferase reporter, luminescence; scaled: vehicle 0, proteasome-inhibitor control 100% | activation, % at 10 µM | 200,000 compounds, 0.04% hits | AID 1203;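 active means activation above the mean across all tested compounds plus 3 SD, cutoff set per campaign, cut at about 5.5% in these data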;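 further: 100% = MG132 at 30 µM as the positive control and 0% = DMSO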
TLR4 MyD88 comp – blocks binding of human TLR4 to MyD88; inhibition, % at 8.4 µM; 200,000 compounds, 0.18% hits; O00206+Q99836; AID 861; HeLa CL3-4 TLR4/MyD88 BLA complementation, FRET ratio; in the data active means inhibition above about 25%;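 further: 0% = vehicle and 100% = reference inhibitor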
Target sequence (O00206 whole entry, looked up): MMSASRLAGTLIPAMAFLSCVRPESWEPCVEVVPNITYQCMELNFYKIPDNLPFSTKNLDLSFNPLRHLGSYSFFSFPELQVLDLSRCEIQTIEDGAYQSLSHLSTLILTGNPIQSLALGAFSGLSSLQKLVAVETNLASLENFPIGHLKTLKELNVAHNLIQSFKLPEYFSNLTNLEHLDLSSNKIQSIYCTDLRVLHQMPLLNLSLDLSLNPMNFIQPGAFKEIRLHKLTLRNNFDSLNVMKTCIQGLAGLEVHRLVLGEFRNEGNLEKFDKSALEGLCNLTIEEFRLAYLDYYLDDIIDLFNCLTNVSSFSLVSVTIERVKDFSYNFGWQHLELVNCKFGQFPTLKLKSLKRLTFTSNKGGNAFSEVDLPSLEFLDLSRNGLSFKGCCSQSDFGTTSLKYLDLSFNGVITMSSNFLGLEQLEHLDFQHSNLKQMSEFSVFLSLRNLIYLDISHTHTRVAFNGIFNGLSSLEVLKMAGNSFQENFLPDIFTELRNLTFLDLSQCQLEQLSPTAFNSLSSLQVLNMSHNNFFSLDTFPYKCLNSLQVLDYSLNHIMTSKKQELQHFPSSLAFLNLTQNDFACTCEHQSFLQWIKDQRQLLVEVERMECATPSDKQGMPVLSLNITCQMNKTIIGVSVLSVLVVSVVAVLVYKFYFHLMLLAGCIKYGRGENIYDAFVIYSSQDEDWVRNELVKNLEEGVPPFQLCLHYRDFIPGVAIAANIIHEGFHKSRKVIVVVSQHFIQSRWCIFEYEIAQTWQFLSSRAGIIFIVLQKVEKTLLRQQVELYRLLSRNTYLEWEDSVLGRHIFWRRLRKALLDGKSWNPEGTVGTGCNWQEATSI
Target sequence (Q99836 whole entry, looked up): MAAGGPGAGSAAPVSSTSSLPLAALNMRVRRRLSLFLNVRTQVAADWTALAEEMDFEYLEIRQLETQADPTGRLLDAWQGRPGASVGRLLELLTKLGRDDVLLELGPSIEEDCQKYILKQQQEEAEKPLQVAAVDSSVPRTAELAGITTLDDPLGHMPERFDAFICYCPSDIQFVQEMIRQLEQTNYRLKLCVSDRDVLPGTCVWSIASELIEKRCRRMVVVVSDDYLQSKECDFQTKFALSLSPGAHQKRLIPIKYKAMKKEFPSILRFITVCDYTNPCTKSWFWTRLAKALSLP
STAT3 inh – reduces IL-6 driven STAT3 reporter signal. U3A cells, IL-6 STAT3-luciferase reporter, luminescence; host cell line lacks STAT1. inhibition, % at 5.5 µM. 190,000 compounds, 0.89% hits;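 active means inhibition above the mean inhibition across all screened compounds plus 3 SD, cut at about 44% in these data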;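 further: 0% = DMSO only wells and 100% = 100 µM nifuroxazide control wells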
* marks the source's active call; other numbers are inactive results.

SMILES,STAT3 act,G6PDH counter,STAT1 inh,APP 5UTR inh,Diaphorase act,STAT1 activator,Diaphorase inh,Hsp70 activator,TLR4 MyD88 comp,STAT3 inh
Cc1noc(/C=C/c2ccco2)c1S(=O)(=O)N1CCC(C(=O)NCc2ccco2)CC1,106,5,-3,-16,0.8,103,19,-0.2,-2,-4
COc1cccc(N/C(C)=C/C(=O)c2ccc(Br)cc2)c1,93,3,-4,-56,0.9,104,14,-0.5,-23,12
COc1ccc(/C=C(/NC(=O)c2ccc(OC)cc2)C(=O)NCCc2c[nH]c3ccccc23)cc1,105,5,5,-1,0.7,94,27,-0.2,-2,-5
CN(Cc1ccccc1)c1cc(Cl)nc(N)n1,105,2,10,9,1,90,-3,-0.1,-7,-3
COc1cccc(C(=O)NC(=S)Nc2ccc([N+](=O)[O-])cc2C)c1,96,-19,2,-6,0.9,98,10,-0.1,-9,4
O=C(Nc1cccc(NC(=O)C2C3CC4OC(=O)C2C4C3)c1)c1ccccc1 (centres undefined),105,11,-8,-5,1,105,-2,-0.1,-1,1
Cc1nn(Cc2ccccc2Cl)c(C)c1NC(=O)CCCn1nc(C)c([N+](=O)[O-])c1C,100,6,1,-17,0.8,99,19,0.0,-1,5
COc1ccc(Cl)c2c1[nH]c1nc(SCc3ccccn3)nnc12,120,4,-100,-157,0.6,189*,35,0.4,-8,-16
CNC(=O)COc1ccc(Cl)c2cccnc12,85,7,3,14,0.9,95,8,-0.1,16,23
Cc1nc(NC(=O)CSc2nc3cccnc3n2C2CCCCC2)sc1C,99,5,-10,-3,0.7,109,27,1.5,2,10
CC1CCN(C(=O)CN2C(=O)c3cccc4cccc(c34)C2=O)CC1,81,-8,1,24,0.9,101,12,-0.1,-15,26
O=C1CC(NCCC2=CCCCC2)C(=O)N1c1cccc(Cl)c1Cl (centres undefined),101,0,-3,-11,0.8,103,21,-0.4,14,3
COc1ccc(NC(=O)C(=O)NCCN2CCN(C(=O)c3cccs3)CC2)cc1,103,0,-4,-8,1,103,4,-0.3,-20,1
COCCNC(=O)/C(C#N)=C/c1cn(CC(=O)NCc2ccco2)c2ccccc12,94,5,8,0,0.8,90,17,0.0,-6,12
O=C(NCc1ccccn1)c1ccc(COc2ccc(Cl)cc2)o1,102,0,-6,4,0.9,106,11,0.1,4,2
Cc1cccc(NS(=O)(=O)c2cccc3nonc23)c1,95,4,1,-17,1,97,3,-0.3,-8,7
S=C(N=Nc1ccccc1)NNc1ccccc1,131,1,-29,-93,0.9,126,12,-0.2,-9,-33
CCOC(=O)C1(CCc2ccccc2)CCN(Cc2cnc(N(C)C)s2)CC1,107,11,-3,-6,0.7,101,35,0.5,-1,-6
O=C(OCCCC(=O)N1CCOCC1)c1ccccc1,99,7,-8,-12,1,107,1,-0.1,-6,5
CC1(C)NC(=O)N(CC(O)COc2ccc(-c3ccc(C#N)cc3)cc2)C1=O (centres undefined),94,4,5,12,0.9,95,14,-0.1,2,10
COc1ccc(CNC(=O)CN2C(=O)C3C4C=CC(C4)C3C2=O)cc1 (centres undefined),103,5,1,32,1,97,0,0.1,2,-1
CCOC(=O)c1sc2nc(C)nc(SCC(=O)N(CC)C3CCS(=O)(=O)C3)c2c1C (centres undefined),79,-14,15,21,0.9,86,7,-0.2,-7,28
COc1ccc(C(=O)NCC2OCCc3ccccc32)cc1OC (centres undefined),91,3,8,-5,0.9,92,6,-0.1,4,18
O=C(CN1C(=O)c2ccccc2S1(=O)=O)Nc1ccc(S(=O)(=O)N2CCCC2)cc1,100,5,-6,-1,0.8,105,18,-0.5,7,3
COc1cccc(-n2c(SC3CCOC3=O)nc3ccccc3c2=O)c1 (centres undefined),113,-8,-4,-4,0.9,103,13,0.0,-7,-11
O=C(Nc1nc(=S)ss1)c1c(F)cccc1F,113,5,-2,2,1,102,2,0.1,4,-10
O=C(NCc1ccccn1)C(=O)Nc1nc(C23CC4CC(CC(C4)C2)C3)cs1,102,15,-5,-5,0.7,103,29,-0.4,-6,3
CCN1/C(=C\C(C)=O)Sc2ccc(OC)cc21,95,10,-9,22,0.9,108,12,-0.4,11,12
CC(C)Cc1nc(Cl)c(C#N)c2c1CCCC2,104,0,-1,10,0.8,101,17,-0.2,1,-2
O=[N+]([O-])c1cccc(Nc2nc(Cl)nc(Cl)n2)c1,101,3,-2,-15,1.1,101,-8,-0.2,0,11
CCNC(=O)CP(=O)(c1ccccc1)c1ccccc1,99,18,-7,-2,0.8,107,18,-0.5,1,7
COC(=O)c1ccccc1NC(=O)C1CC(=O)N(c2ccc(F)cc2)C1 (centres undefined),86,-26,1,3,0.9,99,14,-0.4,4,21
CO/N=C(\C(=O)N[C@@H]1C(=O)N2C(C(=O)O)=C(COC(N)=O)CS[C@H]12)c1ccco1,110,12,2,-9,0.8,99,20,-0.2,-4,-10
CC1=NN(c2ccc(C)cc2)C(=O)/C1=C\C=C\c1ccccc1,110,-4,-1,18,0.9,101,8,-0.3,-4,-10
COc1cc(C(=O)NC(CCSC)C(=O)OCc2cc([N+](=O)[O-])cc3c2OCOC3)cc(OC)c1OC (centres undefined),102,1,6,-4,0.6,93,44,-0.4,-1,0
Cc1[nH]c2ccccc2c1C(=O)COC(=O)c1cccc(S(=O)(=O)N2CCCCC2)c1,93,-3,-2,7,0.8,102,23,-0.1,9,10
C/C(=N/NC(=O)C1CCN(S(=O)(=O)c2ccc(C)cc2)CC1)c1cccc([N+](=O)[O-])c1,94,8,-11,2,0.8,110,16,-0.2,11,9
CCOC(=O)Cc1nc2ccccc2[nH]1,105,6,2,-6,0.9,98,12,-0.2,0,-2
COc1cc(C2C(C(=O)c3ccc(C)o3)=C(O)C(=O)N2c2cc(C)on2)ccc1O (centres undefined),101,7,0,14,0.8,100,20,0.1,7,2
COc1cc(OC)cc(C(=O)NNC(=O)c2ccc(S(=O)(=O)N3CC(C)OC(C)C3)cc2)c1 (centres undefined),116,11,2,-6,1,97,0,1.6,-2,-14
Cc1cc2c(cc1C)N(C(=O)CSc1nncn1C)C(C)(C)c1ssc(=S)c1-2,103,-1,5,4,0.8,97,20,-0.1,3,0
COCCOc1ccc(C(F)(F)F)cc1NC(=O)COC(=O)c1c(C)noc1C,112,2,1,4,0.9,99,7,-0.4,5,-10
CN(Cc1ccccc1)C(=O)C1CCN(Cc2ccc(F)cc2)CC1,101,0,2,10,0.8,97,18,-0.4,6,3
CCn1c(O)c(N=NC(=O)c2cccs2)c2ccccc21,96,8,-25,-5,0.8,124,23,-0.3,3,6
CCN1C(=O)c2cccc3c(NS(=O)(=O)c4ccc(NC(C)=O)cc4)ccc1c23,84,28,13,11,0.8,88,24,-0.3,11,21
CCCc1cc(=O)n2[nH]c(-c3cc(OC)c(OC)c(OC)c3)nc2n1,95,-14,-2,2,1,102,1,0.1,3,11
O=C(CSc1ncn[nH]1)Nc1c(Br)cc([N+](=O)[O-])cc1Br,87,-1,-5,8,0.8,105,15,0.0,-6,19
N=c1c2c(-c3ccccc3)c(-c3ccccc3)oc2ncn1CCCN1CCOCC1,101,6,6,24,1,95,-2,-0.2,5,2
O=C(NCCc1cnn(-c2ccccc2)c1)c1cc(COc2c(F)cccc2F)on1,103,10,-15,-18,0.7,112,28,-0.1,-4,-1
N=c1ccn(Cc2ccc(Cl)c(Cl)c2)cc1,92,7,4,-15,0.9,96,6,-0.4,-11,12
COc1ccc(C2NC3=C(CCC3)C3(C#N)C4(N=C(N)C23C#N)OCCO4)cc1 (centres undefined),95,6,10,-9,0.8,91,18,-0.3,1,8
O=C(COc1ccccc1C(=O)O)Nc1ccc(SC(F)F)cc1,88,-2,-7,17,1,107,-1,-0.2,25*,20
COC(=O)c1ccc(C(=O)OC)c(NC(=O)CSc2cccc[n+]2[O-])c1,106,-5,5,2,1,95,-4,-0.1,3,-3
Cc1ccccc1NC(=S)NC(NC(=O)COc1ccccc1)C(Cl)(Cl)Cl (centres undefined),105,5,3,-13,0.9,98,7,-0.1,6,5
CC(C)C(c1nnnn1Cc1ccccc1)N1CCC(C(N)=O)CC1 (centres undefined),103,1,2,-3,0.9,99,9,1.1,3,-2
Cc1cccc(-n2cc(CNCCN3CCOC3=O)c(-c3cccc(F)c3)n2)c1,108,7,-1,-14,1,99,-4,0.1,-21,-3
O=S(=O)(c1ccccc1)c1nc(NC2CC2)sc1Cl,94,10,15,29,1,86,5,-0.4,-15,13
CCOc1ccc(OCc2ccc(C(=O)N3CCc4ccccc4C3)o2)cc1,112,0,-10,-1,0.7,109,25,-0.1,8,-10
Cc1cc(=O)n(CC(C)O)c(O)c1C#N (centres undefined),106,18,1,0,0.9,98,13,-0.1,8,-5
CO/N=C/NC(=O)NOCc1c(Cl)cccc1Cl,96,6,-2,17,0.9,103,13,0.3,4,5

One compound at a time (already shown):
N=c1c2c(-c3ccccc3)c(-c3ccccc3)oc2ncn1CCCN1CCOCC1 in the list: STAT3 act = 101; G6PDH counter = 6; STAT1 inh = 6; APP 5UTR inh = 24; Diaphorase act = 1; STAT1 activator = 95; Diaphorase inh = -2; Hsp70 activator = -0.2; TLR4 MyD88 comp = 5; STAT3 inh = 2
O=C1CC(NCCC2=CCCCC2)C(=O)N1c1cccc(Cl)c1Cl (centres undefined) in the list: STAT3 act = 101; G6PDH counter = 0; STAT1 inh = -3; APP 5UTR inh = -11; Diaphorase act = 0.8; STAT1 activator = 103; Diaphorase inh = 21; Hsp70 activator = -0.4; TLR4 MyD88 comp = 14; STAT3 inh = 3

Additional entries follow.
SMILES,STAT3 act,G6PDH counter,STAT1 inh,APP 5UTR inh,Diaphorase act,STAT1 activator,Diaphorase inh,Hsp70 activator,TLR4 MyD88 comp,STAT3 inh
O=C1c2ccccc2C(=O)N1CCc1nc2ccccc2c(=O)n1-c1ccccn1,100,-5,3,-3,0.9,98,12,-0.3,-6,4
O=C(NC(=S)NNS(=O)(=O)c1ccccc1)c1ccccc1[N+](=O)[O-],100,0,8,14,1,93,5,-0.3,2,-1
S=C1NC2=C(CCC/C2=C\c2ccccc2)C(c2ccccc2)N1 (centres undefined),89,-8,1,-7,0.9,99,11,-0.4,-13,14
CC(C)CCNC(=O)c1csc2c1CCCCC2,95,7,3,-9,0.9,96,6,0.1,-3,7
CCS(=O)(=O)c1ccc(-c2csc(-c3ccc(Cl)cc3)n2)c(Cl)c1Cl,94,-27,-3,2,0.9,103,14,-0.6,-17,11
Cc1nn(S(=O)(=O)c2ccc(Cl)cc2)c(C)c1Sc1ccc([N+](=O)[O-])cc1,106,10,1,-1,1,99,2,-0.4,-37,-4
